S1P4 antag – S1P4 receptor antagonists, primary screen, cell-based; actives 0.26% (n = 220,000); AID 1510, 2009; Sphingosine 1-phosphate receptor 4 (Homo sapiens), O95977; inhibition, % at 4.98 µM; S1P4-expressing cells, antagonist mode, reporter read-out; in the data active = inhibition above about 29%;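 also: 0% = wells stimulated with agonist and 100% = vehicle wells without agonist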
RBBP9 inh – human RBBP9 inhibitors, primary screen, biochemical, fluorescence polarization, FP-Rh probe, HTS | Serine hydrolase RBBP9 (Homo sapiens), O75884 | recombinant RBBP9 | inhibition, % at 7.94 µM | actives 0.2% (n = 220,000) | AID 1515, 2009;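 active = inhibition above the campaign mean of all tested compounds plus 3 SD, cut at about 14% in these data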;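 also: plate controls were DMSO wells with RBBP9 for no effect and wells lacking RBBP9 protein for full effect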
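Assay system: recombinant human RBBP9; Reagent: Serine-hydrolase probe FP-Rh, 375 nM pre-mixing; Doses: 7.94 µM single dose, 0.794% DMSO; Incubation: 30 min then 45 min, 25 °C; Detection: fluorescence polarization (mP), excitation 525 nm, emission 598 nm; Evaluation: percent inhibition from mP, scaled between DMSO and no-protein wells.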
Ba/F3 V617F tox – reduced viability of JAK2V617F-dependent Ba/F3 cells, primary screen, JAK2V617F inhibitor project, cell-based, Ba/F3 EpoR-JAK2V617F, luminescence; ATP luminescence; inhibition, % at 5.6 µM; actives 1.1% (n = 220,000); AID 1446, 2008;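 active = inhibition above the campaign mean plus 3 SD over all tested compounds, cut at about 24% in these data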;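 also: cytokine-independent growth of Ba/F3 cells driven by EpoR plus mutant JAK2; 0% = DMSO-treated cells and 100% = JAK inhibitor I control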
BaF3 parental – parental Ba/F3 cell viability inhibition, counter-screen for JAK2V617F inhibitor project, murine pro-B, CellTiter-Glo luminescence. CellTiter-Glo ATP luminescence. inhibition, % at 5.6 µM. actives 1.1% (n = 220,000). AID 1486, 2009;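 active = inhibition above a per-campaign cutoff, the mean inhibition of all tested compounds plus 3 SD, cut at about 27% in these data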;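 also: 0% = DMSO wells and 100% = JAK Inhibitor I control wells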
NPY-Y1 PAM-ag – NPY-Y1 receptor potentiators or agonists, primary screen, cell-based | actives 0.37% (n = 220,000) | AID 1304, 2008 | activation, % at 3.6 µM | NPY-Y1 expressing cells, potentiator/agonist activation; in the data active = activation above about 33%, passing the limit was not always enough;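 also: cells stimulated with NPY at EC10 then isoproterenol at EC100; 0% = low agonist plus stimulus and 100% = saturating agonist plus stimulus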
Target sequence (P25929 whole entry, looked up): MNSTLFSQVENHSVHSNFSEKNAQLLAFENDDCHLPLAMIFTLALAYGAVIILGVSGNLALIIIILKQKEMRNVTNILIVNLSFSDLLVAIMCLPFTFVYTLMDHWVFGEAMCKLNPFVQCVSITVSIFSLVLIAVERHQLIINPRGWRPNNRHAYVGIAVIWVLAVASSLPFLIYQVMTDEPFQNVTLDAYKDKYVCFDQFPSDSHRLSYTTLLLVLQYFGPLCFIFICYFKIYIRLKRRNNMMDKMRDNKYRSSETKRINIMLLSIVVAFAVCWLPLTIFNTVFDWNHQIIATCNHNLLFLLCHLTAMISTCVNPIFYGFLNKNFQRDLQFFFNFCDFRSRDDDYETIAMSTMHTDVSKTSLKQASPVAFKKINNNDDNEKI
NPY Y1 blocker – NPY-Y1 receptor antagonists, primary screen, cell-based | actives 1% (n = 200,000) | AID 1040, 2008 | Neuropeptide Y receptor type 1 (Homo sapiens), P25929 | inhibition, % at 3.6 µM | HEK293-CNG Y1 cells, membrane potential fluorescence; NPY at EC95, then isoproterenol;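 active = inhibition above the campaign mean inhibition of all tested compounds plus 3 SD, cut at about 20% in these data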;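 also: 0% = DMSO wells given NPY plus isoproterenol and 100% = isoproterenol alone without NPY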
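Material: HEK293 cells co-expressing NPY Y1 receptor and cyclic-nucleotide gated channel. Timing: compound incubation 1 h at room temperature, readout 45 min post-stimulation. Signal: fluorescence, membrane potential probe.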
S1P4 ag – S1P4 receptor agonists, primary screen, cell-based. Sphingosine 1-phosphate receptor 4 (Homo sapiens), O95977. S1P4-expressing cell line, agonist reporter assay. activation, % at 4.98 µM. actives 0.35% (n = 220,000). AID 1509, 2009; in the data active = activation above about 11%;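 also: 0% = DMSO vehicle and 100% = reference agonist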
NPY2 pot ag – NPY-Y2 potentiators or agonists, primary screen, cell-based; cells expressing NPY-Y2, potentiator/agonist read-out; activation, % at 3.6 µM; actives 0.45% (n = 220,000); in the data active = activation above about 27%;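 also: cells stimulated with NPY near EC25 plus isoproterenol at EC100; 0% = vehicle plus submaximal agonist and 100% = vehicle plus saturating agonist; some results beyond the cut were filed as inactive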
Runt-CBFb FRET – inhibitors of RUNX1 Runt–CBFb binding, primary screen, biochemical, FRET, Cerulean-Runt, Venus-CBFb, uHTS; actives 0.46% (n = 220,000); Cerulean-Runt/Venus-CBFb FRET ratio 530/480, 1 h; AID 1496, 2009; Runt-related transcription factor 1 (Homo sapiens) + Core-binding factor subunit beta …; inhibition, % at 20 µM;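 active = inhibition over about 50% at 20 µM in the single-dose screen, limit read from the data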;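 also: 0% = DMSO wells and 100% = excess unlabeled CBFb competitor control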
Target sequence (Q01196 whole entry, looked up): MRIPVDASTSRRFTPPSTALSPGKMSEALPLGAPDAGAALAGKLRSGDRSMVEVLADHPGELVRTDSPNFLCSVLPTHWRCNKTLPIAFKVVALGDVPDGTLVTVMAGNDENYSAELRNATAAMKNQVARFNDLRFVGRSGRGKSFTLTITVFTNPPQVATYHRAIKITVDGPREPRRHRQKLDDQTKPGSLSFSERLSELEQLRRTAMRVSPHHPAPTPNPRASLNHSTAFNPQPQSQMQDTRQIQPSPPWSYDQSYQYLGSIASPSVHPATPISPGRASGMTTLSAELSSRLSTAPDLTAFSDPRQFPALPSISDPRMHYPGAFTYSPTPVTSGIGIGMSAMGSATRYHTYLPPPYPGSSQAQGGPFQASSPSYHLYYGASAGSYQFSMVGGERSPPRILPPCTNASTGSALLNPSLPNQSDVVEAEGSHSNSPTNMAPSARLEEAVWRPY
Target sequence (Q13951 whole entry, looked up): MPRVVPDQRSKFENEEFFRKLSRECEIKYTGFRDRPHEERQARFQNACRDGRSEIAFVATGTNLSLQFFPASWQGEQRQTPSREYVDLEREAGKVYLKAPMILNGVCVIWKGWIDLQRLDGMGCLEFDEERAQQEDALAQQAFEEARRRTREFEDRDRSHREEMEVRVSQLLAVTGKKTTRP
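Buffer or medium: Tris pH 7.5 buffer with BSA. Assay system: Cerulean-labeled Runt domain protein. Amount: each fluorescent fusion protein 100 nM. Read-out basis: loss of energy transfer signal. Incubation: 1 h compound exposure, room temperature. Probe or stimulus: Venus-CBFb binding partner, 100 nM. Detection: FRET, excitation 422 nm, emission at 530 and 480 nm.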
Active calls of the source: *; / = not tested or not shown. Hits appear at their usual frequency; about 3.6% have a hit in one of these screens.

Below each compound – S1P4 antag | RBBP9 inh | Ba/F3 V617F tox | BaF3 parental | NPY-Y1 PAM-ag | NPY Y1 blocker | S1P4 ag | NPY2 pot ag | Runt-CBFb FRET
Cc1ccc(N2CCN(C(=O)c3cccc([N+](=O)[O-])c3)CC2)cc1Cl
→ 5 | -7 | 0 | 0 | 7 | 2 | 0.4 | 16 | -2
CC1=CC(C)(C(Cl)Cl)C(C)=CC1=O (configuration not stated)
→ -22 | 1 | 0 | 2 | 7 | -2 | 1.6 | -2 | 0
CCCCn1c(CN(C)Cc2ccccc2)nc2c1c(=O)n(C)c(=O)n2C
→ -22 | -10 | 7 | 29* | -34 | -4 | 1.8 | -6 | -7
COc1ccc(C(c2nnnn2C2CCCC2)N2CCC(C)CC2)cc1 (configuration not stated)
→ 6 | 2 | -3 | 1 | -11 | 15 | -0.9 | 4 | -3
Cc1cnc(SCCc2ccncc2)nc1C
→ -8 | 5 | -2 | 4 | -19 | 4 | -0.2 | -8 | 50
CCCCc1cc(=O)oc2c(C)c(OCc3nn[nH]n3)ccc12
→ 0 | -8 | 1 | -5 | -6 | / | -1.4 | -3 | -1
COc1ccc(CC(=O)O/N=C(\N)Cc2ccc([N+](=O)[O-])cc2)cc1
→ -12 | 4 | -3 | 0 | -11 | / | -1.0 | -16 | -2
O=C(COC(=O)C1CCC(=O)N1)Nc1cc(Cl)ccc1Cl (configuration not stated)
→ -16 | -5 | -3 | 3 | 6 | -4 | 1.4 | 15 | 0
Fc1ccc(CN2CCCCCCC2)c(F)c1
→ -19 | -1 | -2 | 7 | -2 | -1 | 1.2 | -7 | -1
O=c1cc(-c2ccccc2)n(S(=O)(=O)c2ccc3ccccc3c2)o1
→ 0 | -16 | 2 | 5 | -44 | 20 | -0.2 | -33 | /

Results in NPY2 pot ag and BaF3 parental, for 2 of the compounds above:
Structure	NPY2 pot ag	BaF3 parental
O=C(COC(=O)C1CCC(=O)N1)Nc1cc(Cl)ccc1Cl (configuration not stated)	15	3
Fc1ccc(CN2CCCCCCC2)c(F)c1	-7	7

The list continues:
Below each compound – S1P4 antag | RBBP9 inh | Ba/F3 V617F tox | BaF3 parental | NPY-Y1 PAM-ag | NPY Y1 blocker | S1P4 ag | NPY2 pot ag | Runt-CBFb FRET
CCOC(=O)Cn1nc(/C=C/c2ccc(C)cc2)ccc1=O
→ -16 | 1 | 4 | 9 | -24 | 1 | 0.6 | -12 | -2
O=C(NCC1COc2ccccc2O1)C1CCCN(S(=O)(=O)c2cnc[nH]2)C1 (configuration not stated)
→ -2 | -8 | 2 | 2 | -1 | -5 | -1.4 | -10 | 0
COc1ccccc1CNCc1ccc(OC)c(OC)c1OC
→ 3 | -1 | -3 | 2 | -15 | 3 | -2.4 | -20 | -5
Cc1cc(C(=O)NNC(=S)NC(C)c2ccccc2)cs1 (configuration not stated)
→ 4 | -1 | -4 | -1 | -18 | 3 | -3.4 | 0 | 2
O=c1[nH]c(SCc2cccc(F)c2)nc2ccccc12
→ 5 | -8 | 3 | -4 | -26 | / | 0.0 | -1 | -1
Cc1ccccc1NC(=O)COc1ccc2oc(=O)cc(C)c2c1
→ 14 | 6 | -2 | 5 | 16 | -8 | 0.1 | 7 | 4
CCc1ccc(OCC(=O)Nc2ncn[nH]2)cc1
→ -12 | -4 | -3 | 5 | 19 | -3 | -0.6 | 9 | -2
O=C(CSc1c2c(nc3cc(Cl)ccc13)CCCC2)NCCN1CCOCC1
→ 8 | 1 | 0 | 6 | -8 | -5 | -0.6 | 6 | /
NC(=O)C1CCCN(C(=S)Nc2ccccc2)C1 (configuration not stated)
→ -13 | -8 | 1 | 2 | 1 | 1 | 1.1 | 7 | 0
COC(c1ccccc1)c1nnc(CCC(=O)N(C)C(C2CC2)C2CC2)o1 (configuration not stated)
→ -5 | -2 | 4 | 9 | -13 | 3 | 0.7 | 5 | 0
Cc1ccc(N=Cc2ccc(O)cc2O)cc1F
→ 3 | -10 | -3 | 0 | 3 | -5 | 2.0 | 0 | 2
CCN1CCN(c2cc(=O)n(-c3cc(Cl)ccc3C)c(=O)[nH]2)CC1
→ -23 | -5 | -1 | 1 | -11 | 1 | 0.7 | 19 | 0
O=C(CN1CCOCC1)Nc1cccc(Cl)c1Cl
→ 3 | -3 | 4 | 2 | 2 | -5 | -1.3 | 4 | -4
Cc1cc(/C=C2\Sc3ccccc3N2C)cc(C)[n+]1CC1CCCO1 (configuration not stated)
→ -4 | -4 | 100* | 76* | 8 | -3 | 2.4 | 3 | 1
Cc1onc(-c2ccccc2)c1C(=O)Nc1cccc2nsnc12
→ 6 | 5 | 1 | 3 | -20 | 11 | 0.9 | 3 | 10
CCC(C)(C)NC(=O)C(c1cccn1C)N(C(=O)Cn1nnc2ccccc21)c1ccc(NC(C)=O)cc1 (configuration not stated)
→ -17 | -4 | -4 | -3 | -2 | -9 | -0.2 | 1 | -1
Cc1ccc(NC(=S)N/N=C2/CCCCc3ccccc32)cc1
→ -50 | -4 | -5 | -7 | -7 | / | 1.0 | -8 | 3
COc1nonc1NC(=O)CSc1nc2ccccc2[nH]1
→ 4 | 4 | -4 | 5 | 2 | 3 | 2.2 | 10 | -2
CC1=Nc2ccccc2/C1=C/c1c(N)n2c(S(=O)(=O)C(C)C)nsc2nc1=O
→ -13 | -3 | -3 | 6 | 11 | 10 | 0.5 | -27 | 9
CCOC(=O)CC1=C(C#N)C(c2cccnc2)C(C(=O)OCC)=C(N)O1 (configuration not stated)
→ -5 | -7 | -1 | 4 | -8 | 8 | 0.6 | 2 | -5

Random excerpt: 4 records from the list, in no set order.
Below each compound – S1P4 antag | RBBP9 inh | Ba/F3 V617F tox | BaF3 parental | NPY-Y1 PAM-ag | NPY Y1 blocker | S1P4 ag | NPY2 pot ag | Runt-CBFb FRET
Cc1cc(/C=C2\Sc3ccccc3N2C)cc(C)[n+]1CC1CCCO1 (configuration not stated)
→ -4 | -4 | 100* | 76* | 8 | -3 | 2.4 | 3 | 1
CCOC(=O)CC1=C(C#N)C(c2cccnc2)C(C(=O)OCC)=C(N)O1 (configuration not stated)
→ -5 | -7 | -1 | 4 | -8 | 8 | 0.6 | 2 | -5
Cc1ccc(NC(=S)N/N=C2/CCCCc3ccccc32)cc1
→ -50 | -4 | -5 | -7 | -7 | / | 1.0 | -8 | 3
Cc1ccc(N=Cc2ccc(O)cc2O)cc1F
→ 3 | -10 | -3 | 0 | 3 | -5 | 2.0 | 0 | 2

Later entries
Below each compound – S1P4 antag | RBBP9 inh | Ba/F3 V617F tox | BaF3 parental | NPY-Y1 PAM-ag | NPY Y1 blocker | S1P4 ag | NPY2 pot ag | Runt-CBFb FRET
CC(=O)Nc1ccc(/C(C)=N/NS(=O)(=O)c2ccccc2)cc1
→ -4 | -4 | -1 | 6 | 16 | -1 | 1.2 | 2 | 1
CC1Cc2ccccc2N1C(=O)Cn1nc(C(=O)O)c2ccccc2c1=O (configuration not stated)
→ -3 | -5 | 4 | -1 | -38 | 6 | -0.9 | -30 | -3
CC(=O)Nc1ccc(NC(=O)CN2CCCC(C)C2)c(Cl)c1 (configuration not stated)
→ -6 | 2 | -4 | 2 | 5 | 3 | 0.3 | 15 | 0
CNc1nc(N)c(C(=O)Nc2cc(C)on2)s1
→ -7 | -9 | -1 | 2 | 8 | 6 | -0.7 | 13 | 1
Cc1ccc(SCc2ccc(C(=O)NCc3ccncc3)cc2)cc1
→ -7 | -4 | 0 | -1 | 24 | 2 | -0.6 | -1 | -3
O=C1CN(C(=O)c2ccccc2F)c2ccccc2N1
→ -14 | -2 | 1 | 2 | 13 | -2 | 0.7 | 4 | -1
COc1ccc(Br)cc1/C=C/C(=O)c1ccc(NC(C)=O)cc1
→ 5 | -12 | 22 | -1 | 12 | -5 | 2.2 | -1 | -1
CC(=O)C1C(c2ccc(F)cc2)C2C(C)=NN=C2CC1(C)O (configuration not stated)
→ -13 | -7 | -3 | 4 | 12 | 6 | -0.2 | -4 | 3
Cc1cc(C)cc(-n2nnnc2-c2cn(C)nc2C(F)(F)F)c1
→ 5 | -6 | -1 | 5 | -7 | 8 | 1.4 | -13 | -2
O=c1oc2ccccc2cc1-c1csc(Nc2ccc(O)cc2)n1
→ 9 | 9 | 70* | 37* | 1 | -6 | -0.2 | -15 | 1
COCCn1c(SCC(=O)Nc2cc(C)on2)nc2ccccc21
→ -16 | -7 | 5 | 10 | -30 | 0 | 1.5 | -1 | 2
Cc1ccc(-c2nnc(N3CCOCC3)c3ccccc23)cc1S(=O)(=O)NCC1CCCO1 (configuration not stated)
→ -8 | -7 | 2 | 4 | -1 | 5 | -0.6 | 0 | 11
CN(C)CCNC(=S)Nc1ccc(Cl)cc1Cl
→ -10 | -1 | -2 | 4 | -2 | 7 | -0.5 | 15 | 1
COc1cccc(OC)c1C(=O)NC(=S)Nc1ccc2c(c1)OCCO2
→ 2 | -8 | 3 | 3 | -14 | 7 | 1.4 | -17 | 1
COc1cc(/C=C(\C#N)c2nc(-c3cc4ccccc4oc3=O)cs2)ccc1O
→ -16 | 3 | -2 | 4 | 15 | -1 | -0.7 | 6 | -24
O=C(NC1CCCC1)c1ccc(Br)o1
→ -4 | -3 | -1 | 2 | -10 | 5 | 3.3 | 0 | 1
O=C(NCc1cccnc1)C(=O)NCC(c1ccco1)N1CCOCC1 (configuration not stated)
→ -1 | -3 | 1 | 11 | 16 | 0 | 1.3 | 13 | -1
O=C(CCc1ccccc1)NNC(=O)c1ccccn1
→ -7 | -4 | 1 | 6 | 4 | -3 | 1.7 | -2 | 2
Cc1cccc(N(C(=O)Cc2cccs2)C(C(=O)NCc2ccco2)c2ccncc2)c1 (configuration not stated)
→ -8 | -9 | 1 | 7 | 14 | 1 | 2.7 | 1 | 6
CCOc1cc(C2C(C#N)=C(N)Oc3n[nH]c(C)c32)ccc1OCCN1CCOCC1 (configuration not stated)
→ -4 | 2 | -4 | -1 | -3 | -3 | -1.7 | 16 | 0
COc1nccc(C(F)(F)F)c1C(=O)NC(=O)Nc1c(C)cccc1C
→ 1 | -4 | -1 | -4 | -33 | / | 0.5 | -21 | -1
N=C1C(c2nc(-c3ccc(F)cc3)cs2)=C(O)CN1Cc1ccc(Cl)cc1
→ -4 | -8 | 2 | 2 | -19 | 0 | 1.9 | 3 | 2
O=C(Nc1nnc(SCC(=O)N2CCOCC2)s1)c1ccccc1
→ -20 | -5 | -2 | 7 | 0 | 3 | -0.8 | 12 | 2
CC(C)Sc1nc(-c2cccs2)nc2c1c(=O)n(C)c(=O)n2C
→ -8 | -2 | 4 | 1 | -2 | 2 | 0.8 | -17 | 0
